High-throughput results: PubChem BioAssay, National Center for Advancing Translational Sciences (NCATS)
S3 lipid droplet: qHTS Assay for Lipid Storage Modulators in Drosophila S3 Cells; AID 2685, 2010; Drosophila S3 cells, BODIPY lipid droplet fluorescence, 18-24 h; cells fed with added oleic acid; Potency in µM for hits, for the others lipid storage change, negative = inhibition, % at the top dose, mostly 46.1 µM; 320,000 tested, 0.64% active; active = well fitted inhibition curve with a large enough effect in the signal ratio, with a control signal flat, not every such curve was filed as active; inconclusive = small, poorly fitted or top-dose-only effect, or effect the other way, or a change in a side signal; the % refers to the signal ratio
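Laser-scanning cytometry quantifies lipid droplet accumulation (500–530 nm total intensity; droplet/cell object ratio) in oleic acid-fed (400 uM added) Drosophila S3 cells treated with a concentration series. 20 uM Triacsin C defined 100% inhibition.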
S3 lipid droplet cell count max: also measured in S3 lipid droplet; calls as there; cell number change, %; measured here: cell count max response;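 cells counted by Cell Tracker Red CMTPX staining in the red channel; peak over a dose series mostly up to 46.1 µM; percent activity relative to internal control wells on each plate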
An asterisk follows results filed as active; i = inactive; ? = inconclusive; nt = not tested or not shown. % is set by controls: 0 for no effect and ±100 for the full control effect; potency is the fitted concentration of half-maximal effect.

entry	Compound	S3 lipid droplet	S3 lipid droplet cell count max
1	O=C(COC(=O)c1ccccn1)c1ccc(Br)cc1	?	nt
2	COc1ccc(NC(=O)COC(=O)c2ccc(S(=O)(=O)N(C)c3ccccc3OC)cc2)c(OC)c1	?	nt
3	CCOc1ccc(NC(=O)CSc2nc3ccccc3nc2N2CCCC2)cc1	?	nt
4	CCc1ccccc1OCC(=O)Nc1ccc(N2CCCC2)cc1C	?	nt
5	COc1ccc(N=C2SC(C(=O)Nc3ccc4c(c3)OCO4)CC(=O)N2C)cc1 (stereo unspecified)	?	nt
6	COc1ccc(-c2noc(-c3cc(C)cc(C)c3)n2)cc1OC	?	nt
7	O=C(CNCc1ccccc1Cl)Nc1ccc2c(c1)OCCO2	9%	2
8	CN(C(=O)c1cc(-n2cnnc2)ccc1Cl)c1ccccc1	?	nt
9	CC(=O)c1ccc(OCC(=O)N2CCN(S(=O)(=O)c3ccc(Br)s3)CC2)cc1	?	nt
10	O=C(/C=C/c1ccc2ccccc2c1)c1ccoc1	-17%	7
11	CC(Sc1nnc(C2CC2)n1Cc1ccccc1)C(=O)N1CCNC1=O (stereo unspecified)	12%	-4
12	CC1CN(S(=O)(=O)c2ccc(-c3nc4ccccc4s3)cc2)CC(C)O1 (stereo unspecified)	?	nt
13	CC(C)(C)C(O)CN1CCCC1 (stereo unspecified)	?	nt
14	COc1ccc(CCC(=O)OCC(=O)Nc2ccc(OC)c(OC)c2)cc1OC	?	nt
15	O=C(Nn1c(-c2ccccc2)nc2ccccc2c1=O)C1CCC1	?	nt

7 structures from above, ordered by formula weight, lowest first.
entry	Compound	S3 lipid droplet	S3 lipid droplet cell count max
6	COc1ccc(-c2noc(-c3cc(C)cc(C)c3)n2)cc1OC	?	nt
8	CN(C(=O)c1cc(-n2cnnc2)ccc1Cl)c1ccccc1	?	nt
1	O=C(COC(=O)c1ccccn1)c1ccc(Br)cc1	?	nt
7	O=C(CNCc1ccccc1Cl)Nc1ccc2c(c1)OCCO2	9%	2
11	CC(Sc1nnc(C2CC2)n1Cc1ccccc1)C(=O)N1CCNC1=O (stereo unspecified)	12%	-4
3	CCOc1ccc(NC(=O)CSc2nc3ccccc3nc2N2CCCC2)cc1	?	nt
5	COc1ccc(N=C2SC(C(=O)Nc3ccc4c(c3)OCO4)CC(=O)N2C)cc1 (stereo unspecified)	?	nt

Further records follow.
entry	Compound	S3 lipid droplet	S3 lipid droplet cell count max
16	On1c2c(c3c4nonc4ccc31)CCCC2	2%	-22
17	c1csc(CNCCCN2CCOCC2)c1	?	nt
18	COc1ccc(NC(=O)NCc2cccn2C)c(OC)c1	i	-4
19	CN(CC(=O)NC1CCN(Cc2ccccc2)CC1)S(=O)(=O)c1ccc(Cl)s1	?	nt
20	NC(=S)N=Nc1c(O)[nH]c2ccccc12	11%	12
21	O=C(CC1CC2CCC1C2)N1CCN(S(=O)(=O)c2ccccc2F)CC1 (stereo unspecified)	?	nt
22	CC(=O)Nc1cc(Br)ccc1O	?	nt
23	Clc1ccc(Cn2cccn2)cn1	?	nt
24	COc1cccc(/C=C/C(=O)NNC(=O)c2ccncc2)c1OC	?	nt
25	CC1Nc2ccccc2C(=O)N1NS(=O)(=O)c1ccccc1 (stereo unspecified)	15%	0
26	Cc1ccc(N(CC(=O)Nc2ccc3c(c2)OCCO3)S(C)(=O)=O)cc1	?	nt
27	COC(=O)c1ccc(CN2CCC(CO)(CCOc3ccccc3)CC2)cc1	?	nt
28	CCOC(=O)c1ccc(N2NC(=O)/C(=C/c3ccc(OC(=O)c4ccco4)c(OC)c3)C2=O)cc1	?	nt
29	CC(=O)c1cccc(NC(=O)CSc2nc(N3CCOCC3)nc(N3CCOCC3)n2)c1	?	nt
30	CCOc1cc(/C=C(\C#N)C(=O)NCC2CCCO2)ccc1OCC(N)=O (stereo unspecified)	?	nt

Next records.
entry	Compound	S3 lipid droplet	S3 lipid droplet cell count max
31	Cc1ccc(C)c(S(=O)(=O)NNC(=O)c2sc(NS(=O)(=O)c3ccccc3)nc2C)c1	i	nt
32	CCn1c(=O)c(=O)[nH]c2c(=O)oc3ccc(S(=O)(=O)Nc4ccc(OC)cc4)cc3c21	4.6µM*	1.3*
33	COc1ccc(-c2cc3c(=O)n(CC(=O)NCCN4CCCC4)nc(C)n3n2)cc1	i	-17
34	Cc1nc(C(=O)N(C)C)nn1-c1ccc([N+](=O)[O-])cc1	?	nt
35	CCOC(=O)c1cccc(Nc2ncnc3ccccc23)c1	-10%	-13
36	O=C(N/N=C/C=C/c1ccccc1)c1ccc(Br)cc1	4%	4
37	Cc1csc(=O)n1CCC(=O)OCC(=O)Nc1cccc(C#N)c1	?	nt
38	COc1ccc(CNC(=O)c2cccc(N(C)C)c2)cc1	i	-3
39	O=C1CCCC2=C1C(c1ccccc1)NC(=S)N2 (stereo unspecified)	?	nt
40	COC(=O)C1=C(C)N(C)C(=O)NC1c1ccsc1 (stereo unspecified)	?	nt
41	CCOc1ccc(N2C(=O)/C(=C/c3cc(OC)c(OC)c(OC)c3)N(CC(=O)OC)C2=S)cc1	5%	-23
42	NS(=O)(=O)c1ccc(NC(=O)COC(=O)COc2cccc(C(F)(F)F)c2)cc1	13%	4
43	Cc1cccc(OCCCOc2cccc3cccnc23)c1C	?	nt
44	C/C(=N\NS(=O)(=O)c1cccc([N+](=O)[O-])c1)c1cccnc1	9%	-1
45	COc1cc(-c2nnc(SC/C=C/c3ccccc3)n2N)cc(OC)c1OC	-5%	6

Later entries.
entry	Compound	S3 lipid droplet	S3 lipid droplet cell count max
46	CCOC(=O)c1csc(COc2ccc(OC)cc2)n1	17%	12
47	CN1CCN(c2nc3c(c(=O)[nH]c(=O)n3C)n2Cc2cccc(Br)c2)CC1	24%	14
48	COc1ccc(CCCc2nc3ccccc3[nH]2)cc1	23%	14
49	Cc1ccc(NC(=O)Cn2nnc(-c3ccccc3NC(=O)c3cccs3)n2)cc1	?	nt
50	O=C(CCN1C(=O)S/C(=C/c2ccc(F)cc2)C1=O)Nc1ccc(O)c(C(=O)O)c1	-12%	nt
51	N#CNC1=NCN(CCc2ccccc2)CN1	-14%	-4
52	CCOC(=O)Cn1cc(/C=C(/C#N)C(=O)NC(C)C)c2ccccc21	?	nt
53	COc1ccccc1CNS(=O)(=O)c1ccc2c(c1)N(C(C)=O)CCO2	i	-29
54	CCOC(=O)c1c(C)nc2sc(C(=O)Nc3ccccc3)c(N)c2c1-c1ccc(OC)cc1	?	nt
55	CCOc1cccc(N)c1	8%	-5
56	N#C/C(C(=O)N1CCOCC1)=c1\s/c(=C/c2ccncc2)c(=O)n1-c1ccccc1	5%	-10
57	CCOC(=O)c1sc2nc3c(cc2c1N)COC(C(C)C)C3 (stereo unspecified)	?	nt
58	CCN(CC(=O)NC(C)(C)C)C(=O)CN1c2cccc3cccc(c23)S1(=O)=O	i	nt
59	Cc1nc(N2CCN(Cc3ccccc3)CC2)nc2c1C(=O)CC(c1ccco1)C2 (stereo unspecified)	i	-20
60	COc1ccc(C(=O)N/C(=C/c2cccs2)c2nc3ccccc3[nH]2)cc1OC	?	nt

New compounds follow.
entry	Compound	S3 lipid droplet	S3 lipid droplet cell count max
61	COc1ccc(C(=O)NCC(=O)NCc2cc(=O)n(C)c(=O)n2C)cc1	i	nt
62	COCCNC(=O)c1cc2c(=O)n3cccc(C)c3nc2n1C	?	nt
63	CC(C)(C)NC(=O)C(c1ccc(O)cc1)N(Cc1ccco1)C(=O)CCC(=O)Nc1ccccn1 (stereo unspecified)	?	nt
64	O=C1CN(C(=O)c2cc3ccccc3oc2=O)C(c2ccccc2)c2cc(F)ccc2N1 (stereo unspecified)	?	nt
65	COc1ccc(-c2nc(CSCC(=O)NC3CCN(Cc4ccccc4)CC3)c(C)o2)cc1OC	?	nt
66	O=C(Nc1ccccc1F)c1ccc(CNS(=O)(=O)c2cccc(C(F)(F)F)c2)cc1	-2%	2
67	CC(NC(=O)CCSCc1ccccc1F)c1ccccc1 (stereo unspecified)	?	nt
68	O=C(Nc1ccc(CN2CCCCC2)cc1)c1ccc(Br)o1	?	nt
69	CCCc1nn(C)c2c1C(c1ccncc1)C(C#N)=C(N)O2 (stereo unspecified)	?	nt
70	CCOc1ccc(S(=O)(=O)N(C)c2ccc(OCC(=O)NCc3ccc(C(=O)OC)cc3)cc2)cc1	1%	12
71	O=C(c1ccccc1)c1c[nH]c2cc3c(cc2c1=O)OCO3	13%	-5
72	CC(=O)c1nc(N2C(=O)CC(Cc3ccc(C)cc3)C2=O)sc1C (stereo unspecified)	3%	0
73	O=S1(=O)CCN(Cc2ccc(F)cc2)CC1	7%	11
74	COc1ccc(-c2n[nH]c(C)c2-c2ccc(Cl)cc2)c(O)c1OC	-94%	-20
75	COc1cccc(CN(C)C(=O)c2cccc(S(=O)(=O)N3CCN(c4ccc(F)cc4)CC3)c2)c1OC	?	nt

(next part)
entry	Compound	S3 lipid droplet	S3 lipid droplet cell count max
76	CN(CC(=O)O/N=C(\N)c1ccccn1)S(=O)(=O)c1cc(Cl)ccc1Cl	i	nt
77	CCS(=O)(=O)N1CCC(C(=O)O)CC1	6%	9
78	CSc1cccc(NC(=O)CCCOc2ccc(Cl)cc2Cl)c1	1%	-20
79	Cc1ccc(CNC(=O)c2cnc(-c3ccccn3)nc2C(F)(F)F)cc1	i	28
80	COc1ccc(S(=O)(=O)N2CC(O)CC2C(=O)Nc2cccnc2)cc1 (stereo unspecified)	-4%	4
81	CC(C)(C)c1cc[n+](/C(C(=S)NC2CC2)=C(/[O-])c2ccc(Cl)s2)cc1	?	nt
82	COc1cccc(NC(=O)CN(C)C(=O)c2cc(-c3ccc(C)o3)nc3ccccc23)c1	?	nt
83	CCCS(=O)(=O)N1CCCC(C(=O)NCCCN(CC)c2cccc(C)c2)C1 (stereo unspecified)	?	nt
84	Cc1cc(NC(=O)C23CCC(C)(C(=O)O2)C3(C)C)no1 (stereo unspecified)	?	nt
85	CN1CCN(NC(=O)Nc2ccc(F)cc2)CC1	i	18
86	COc1ccccc1N1CCN(C(=O)C(=O)c2cn(CC(=O)N3CCCCCC3)c3ccccc23)CC1	12µM*	-24*
87	COc1ccc2c(c1OC)C(=O)N1C2SC(C)(C)[C@H]1C(=O)NC1CCCC1 (stereo partly specified)	1%	-3
88	O=C(COC(=O)c1c2c(nc3ccccc13)CCCC2)c1cccs1	-22%	10
89	O=C1c2ccc3c4c(ccc(c24)C(=O)N1CCCCO)C(=O)N(CCCCO)C3=O	?	nt
90	CC(C)(C)C1CCC(=NOC(=O)c2ccc(F)cc2)CC1 (stereo unspecified)	?	nt

More compounds follow:
entry	Compound	S3 lipid droplet	S3 lipid droplet cell count max
91	CCN1CC(CN(C)Cc2nc(-c3ccc(OC)c4ccccc34)oc2C)CC1=O (stereo unspecified)	?	nt
92	CCn1c(C)nnc1SCC(=O)Nc1cccc(C(F)(F)F)c1	i	1
93	Cc1ccc(CNC(=O)Cc2ccc(NC3=NC4CS(=O)(=O)CC4S3)cc2)cc1 (stereo unspecified)	?	nt
94	COc1ccc(C2(C(=O)c3ccccc3)C(=O)c3ccccc3C2=O)cc1	?	nt
95	Cc1ccc(OC(=O)C23CC4CC(CC(C4)C2)C3)c(C)n1	-3%	-28
96	COc1ccc(CN=CC2=C(O)CC(C)(C)CC2=O)cc1	?	nt
97	O=C(c1ccc(F)cc1)C(C(=O)N1CCCCC1)n1ccccc1=O (stereo unspecified)	30%	27
98	O=C(Nc1ccccc1)c1sc(Cl)nc1-c1ccccc1	?	nt
99	CCOC(=O)CNC(=S)N(CCCN1CCCCC1)Cc1cccs1	3%	4
100	O=S(=O)(NCC(O)c1ccccc1)c1ccc(-c2ccccn2)s1 (stereo unspecified)	?	nt
101	COc1ccc(CCNC(=O)c2ccccc2NC(=O)CN2CCN(c3ccccc3O)CC2)cc1	?	nt
102	O=C(Nc1ccccc1F)c1ccc2snnc2c1	i	-16
103	CC(NC(=O)CCSCCC(=O)NC(C)c1ccccc1)c1ccccc1 (stereo unspecified)	3%	-9
104	COc1cccc(N/C=C/C(=O)c2ccc(C)cc2)c1	i	22
105	O=C(NCc1ccc(Cl)cc1)C1CCN(C(=O)c2ccc(Cl)cc2)CC1	i	nt

Remaining list, next part:
entry	Compound	S3 lipid droplet	S3 lipid droplet cell count max
106	CC(C)CC(=O)Nc1ccc(F)c(Cl)c1	?	nt
107	CC1(C)OC(=O)CC1C(=O)NCc1ccccc1 (stereo unspecified)	1.8µM*	7.5*
108	CCc1nnc(NS(=O)(=O)c2ccccc2)s1	?	nt
109	Cc1ccc(NCc2n[nH]c(=S)n2-c2cccc(Cl)c2)cc1	-2%	2
110	O=C(NCc1n[nH]c(=S)n1-c1cccc(C(F)(F)F)c1)c1ccc(S(=O)(=O)N2CCCC2)cc1	?	nt
111	O=C(O)CCS(=O)(=O)c1cccc2cccnc12	?	nt
112	Cc1cc2ccccc2nc1SCC(=O)N1CCCC1	?	nt
113	COc1ccc(CNC(=O)C(=O)NCCC2CCCCN2S(=O)(=O)c2ccc(C)cc2)cc1 (stereo unspecified)	?	nt
114	COC(=O)c1c(N)sc(C(=O)NCCc2ccccc2)c1C	i	9
115	CCc1ccc(OCC(=O)N2CCN=C2c2ccccc2)cc1	-3%	nt
116	CCOC(=O)n1c(=O)n(Cc2ccccc2C)c2ccccc21	?	nt
117	CC(O)CNCc1ccc(Cl)cc1Cl (stereo unspecified)	-19%	-13
118	O=C1c2ccccc2NC2(CCCCC2)N1c1ccc(O)cc1	?	nt
119	CC(C)[C@H](NC(=O)c1ccc(F)cc1)C(=O)N(C)Cc1cccs1	?	nt
120	COC(=O)c1cccc(NC(=O)c2cccnc2C(=O)O)c1C	i	14
121	COc1cc(NC(=O)CCCc2c[nH]c3ccccc23)cc(OC)c1	-8%	-6
122	Cc1cccc(/C=C2\Sc3ccc(C(=O)N4CCOCC4)cc3N(C)C2=O)c1	?	nt

Not all compounds are listed, so the mix of outcomes need not match the whole.
